DDE Tn7 FP inh: disrupts Tn7 cyclic peptide binding to fibrin D-Dimer-E complex; actives 0.13% (n = 370,000); FP displacement of FITC-Tn7 peptide from fibrin DD(E); 0% = median of compound wells per plate; P02675; inhibition, % at 8.3 µM; AID 720508;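 active = inhibition above the mean of compounds falling within the control limits plus 3 SD of them, cut at about 14% in these data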;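 also: 0% = plate median of compound wells and 100% = 10 µM Aha-Tn7 peptide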
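Assay system: human fibrin DD(E). Input: DD(E) 2 µM final. Medium: Tris buffer with calcium and detergent, pH 7.8. Compound dosing: single point at 8.3 µM. Timing: 10 min plus 3 h, room temperature. Technique: fluorescence polarization of the labelled Tn7 tracer. Read-out: percent inhibition. Replicates: singlicate testing.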
ADAM17 inh: inhibits human ADAM17. P78536. recombinant ADAM17, EDANS/DABCYL FRET peptide cleavage. inhibition, % at 6.95 µM. actives 0.83% (n = 370,000). AID 720648;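 active = inhibition above the mean of compounds lying between control limits plus 3 SD, set per campaign, cut at about 8.5% in these data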;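 also: 0% = DMSO-only wells as the low control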
Target sequence (P78536 215-824 limits assumed): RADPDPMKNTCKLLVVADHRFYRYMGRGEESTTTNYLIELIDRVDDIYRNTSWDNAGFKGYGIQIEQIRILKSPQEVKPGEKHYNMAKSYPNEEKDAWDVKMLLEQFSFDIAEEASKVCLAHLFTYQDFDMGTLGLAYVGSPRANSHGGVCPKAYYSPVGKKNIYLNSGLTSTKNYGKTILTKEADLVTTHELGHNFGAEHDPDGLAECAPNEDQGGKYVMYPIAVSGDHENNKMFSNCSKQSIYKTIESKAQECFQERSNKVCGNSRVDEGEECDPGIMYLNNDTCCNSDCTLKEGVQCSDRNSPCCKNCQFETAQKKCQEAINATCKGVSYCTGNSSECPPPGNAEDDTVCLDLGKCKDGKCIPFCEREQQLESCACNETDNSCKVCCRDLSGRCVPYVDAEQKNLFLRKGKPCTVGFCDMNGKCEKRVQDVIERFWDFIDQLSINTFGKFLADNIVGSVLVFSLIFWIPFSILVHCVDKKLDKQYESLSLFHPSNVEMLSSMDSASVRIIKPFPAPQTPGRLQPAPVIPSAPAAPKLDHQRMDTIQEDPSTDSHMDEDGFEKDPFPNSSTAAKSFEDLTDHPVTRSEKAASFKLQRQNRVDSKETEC
UHRF1 binding: human UHRF1 methylated DNA binding inhibitors; Q96T88; UHRF1 binding to methylated oligo, TR-FRET; inhibition, % at 4.4 µM; actives 0.75% (n = 370,000); in the data active = inhibition above about 21%;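 also: UHRF1 SRA domain binding a hemimethylated CpG hairpin DNA probe; 0% = median of test compound wells and 100% = reference inhibitor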
KLK7 zymogen act: proKLK7 (human) activation, primary screen. purified proKLK7, EDANS-DABCYL substrate fluorescence; 100% is mature enzyme control, 0% vehicle. actives 0.9% (n = 370,000). activation, % at 7 µM. P49862;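 active = activation above the mean of all tested compounds plus 3 SD, computed per campaign excluding outliers beyond control limits, cut at about 13% in these data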
Target sequence (P49862 whole entry, looked up): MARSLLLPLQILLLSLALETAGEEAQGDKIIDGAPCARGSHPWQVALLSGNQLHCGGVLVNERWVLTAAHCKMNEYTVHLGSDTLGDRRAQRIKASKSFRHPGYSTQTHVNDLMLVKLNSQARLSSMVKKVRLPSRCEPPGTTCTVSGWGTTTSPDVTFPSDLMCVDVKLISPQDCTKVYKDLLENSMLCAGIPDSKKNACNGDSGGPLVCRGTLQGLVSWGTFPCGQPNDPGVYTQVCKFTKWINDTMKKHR
PLCb3 inh: PLC-beta3 (human) inhibition, primary screen; actives 0.18% (n = 370,000); inhibition, % at 12.2 µM; AID 720704; Purified PLC-beta3, fluorogenic substrate, fluorescence; in the data active = inhibition above about 11%;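 also: 0% = median of compound wells on plate and 100% = full blocker control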
MBD2 inh: MBD2-methylated oligo binding inhibition; Q9UBB5; TR-FRET, MBD2 binding to methylated oligonucleotide; inhibition, % at 4.4 µM; actives 0.31% (n = 370,000); AID 686964; in the data active = inhibition above about 13%
DDE Tn6 FP inh: DD(E)-Tn6 binding inhibition, primary FP screen; P02675; Fibrin DD(E) TRITC-Tn6 fluorescence polarization displacement; inhibition, % at 8.3 µM; actives 0.21% (n = 370,000); AID 720509;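 active = inhibition above a per-campaign cutoff: mean of compounds within control limits plus 3 SD, cut at about 15% in these data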;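 also: 0% = median of all compound wells on the plate and 100% = blocking peptide control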
PLC-gamma1 inh: PLC-gamma1 (human) inhibition, primary screen; inhibition, % at 12.2 µM; P19174; AID 720700; purified PLC-gamma1, fluorogenic substrate, fluorescence; actives 0.84% (n = 370,000); in the data active = inhibition above about 9.5%
ARFGAP1 inh: rat ARFGAP1 inhibition. Arfgap1-stimulated ARF1 GTP hydrolysis, GDP FP detection. inhibition, % at 16.5 µM. actives 0.26% (n = 360,000). Q62848;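 active = inhibition above a per-plate limit, mean inhibition of low control wells plus 3 SD, cut at about 25% in these data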;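 also: 0% = DMSO wells with enzyme and 100% = wells lacking Arfgap1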
Target sequence (Q62848 1-136 limits assumed): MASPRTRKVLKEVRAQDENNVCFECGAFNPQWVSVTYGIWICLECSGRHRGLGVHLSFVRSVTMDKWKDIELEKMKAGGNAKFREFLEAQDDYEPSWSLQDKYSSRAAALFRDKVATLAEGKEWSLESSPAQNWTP
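System: truncated rat Arfgap1 GAP domain / Benchmarks: high control wells lacking Arfgap1, low control full reaction with DMSO / Times: compound-enzyme preincubation 20 min, reaction 120 min, detection 60 min, 25 °C / Repeats: one replicate per compound / Also added: human ARF1(Δ1-17)-GTP substrate / Measured by: Tracer-displacement fluorescence polarization with EDTA stop, 620/688 nm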
ASAP1 GAP inh: inhibitors of human ASAP1 ArfGAP activity; inhibition, % at 16.5 µM; Q9ULH1; actives 0.19% (n = 360,000); ASAP1-stimulated ARF1 GTP hydrolysis, GDP FP detection; in the data active = inhibition above about 25%;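 also: 0% = vehicle with enzyme and substrate and 100% = no enzyme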
The depositor's hits bear a star; i = inactive; / = not tested or not shown.

#1 CCSc1nnc(N2C(=O)c3ccc(C(=O)c4ccc(C(=O)O)cc4)cc3C2=O)s1
#2 CC(C)C1Cc2[nH][nH]c(=O)c2C(c2ccc(Cl)cc2)O1 (configuration not stated)
#3 CCC(C)C(NC(=O)c1ccccc1NC(=O)c1ccco1)C(=O)NNC(=O)c1ccc(OC)cc1 (configuration not stated)
#4 COc1ccc(S(=O)(=O)NC(C)C(=O)Nc2ccccc2C(F)(F)F)cc1 (configuration not stated)
#5 O=c1oc2cc(O)ccc2cc1-c1nc2ccccc2o1
#6 CCc1c(C(=O)NC2CCCc3ccccc32)[nH]c(C)c1C(C)=O (configuration not stated)
#7 COCCNC(=O)C(c1ccc(Cl)cc1)N(CCOC)C(=O)CCC(=O)Nc1nccs1 (configuration not stated)
#8 COc1ccc(OC)c(NC(=O)COc2ccc(S(=O)(=O)NC(C)C)cc2)c1
#9 NC(=O)c1c(N)[nH]c(C(=O)c2ccccc2)c1-c1ccccn1
#10 Cc1cc(/C=C2/SC(=O)N(CC(=O)N3CCOCC3)C2=O)c(C)n1-c1ccccc1F
assay / compound	1	2	3	4	5	6	7	8	9	10
DDE Tn7 FP inh	-9	-2	1	3	38*	-6	1	5	4	6
ADAM17 inh	6	3	-5	-4	i	0	1	-2	-3	-4
UHRF1 binding	0	-8	2	-2	-30	-1	2	1	-1	1
KLK7 zymogen act	0.8	-0.8	-2.3	0.2	108*	0.0	0.4	-0.4	/	0.4
PLCb3 inh	-3	-2	-10	-9	i	-7	3	3	-4	-3
MBD2 inh	-7	2	4	-3	-5	0	-3	7	-1	1
DDE Tn6 FP inh	1	-10	1	9	-3	-3	-11	4	-3	5
PLC-gamma1 inh	6	6	-8	-1	i	2	-2	-1	1	-1
ARFGAP1 inh	10	-8	-4	5	-7	-1	-4	-12	/	-6
ASAP1 GAP inh	5	0	-7	-4	-2	-8	-6	4	/	1

Reformatted with tabs: entries from further up
no.	mol	DDE Tn7 FP inh	ADAM17 inh	UHRF1 binding	KLK7 zymogen act	PLCb3 inh	MBD2 inh	DDE Tn6 FP inh	PLC-gamma1 inh	ARFGAP1 inh	ASAP1 GAP inh
9	NC(=O)c1c(N)[nH]c(C(=O)c2ccccc2)c1-c1ccccn1	4	-3	-1	/	-4	-1	-3	1	/	/
2	CC(C)C1Cc2[nH][nH]c(=O)c2C(c2ccc(Cl)cc2)O1 (configuration not stated)	-2	3	-8	-0.8	-2	2	-10	6	-8	0
7	COCCNC(=O)C(c1ccc(Cl)cc1)N(CCOC)C(=O)CCC(=O)Nc1nccs1 (configuration not stated)	1	1	2	0.4	3	-3	-11	-2	-4	-6
6	CCc1c(C(=O)NC2CCCc3ccccc32)[nH]c(C)c1C(C)=O (configuration not stated)	-6	0	-1	0.0	-7	0	-3	2	-1	-8
4	COc1ccc(S(=O)(=O)NC(C)C(=O)Nc2ccccc2C(F)(F)F)cc1 (configuration not stated)	3	-4	-2	0.2	-9	-3	9	-1	5	-4
5	O=c1oc2cc(O)ccc2cc1-c1nc2ccccc2o1	38*	i	-30	108*	i	-5	-3	i	-7	-2
3	CCC(C)C(NC(=O)c1ccccc1NC(=O)c1ccco1)C(=O)NNC(=O)c1ccc(OC)cc1 (configuration not stated)	1	-5	2	-2.3	-10	4	1	-8	-4	-7

Remaining list, next part:
#11 NC1=NN(c2c(Cl)cc(Cl)cc2Cl)C(=O)C1
#12 CCCC(=O)Nc1c(-c2ccccc2OC)c(=O)c2ccccc2n1C
#13 O=S(=O)(c1ccc(OCc2ccc(Br)cc2)cc1)N1CCOCC1
#14 N/C(Cc1ccc([N+](=O)[O-])cc1)=N\OC(=O)c1cccc(Br)c1
#15 CCC1NC(=S)NC(C)=C1C(=O)c1ccccc1 (configuration not stated)
#16 COc1ccc(S(=O)(=O)N2CCC(C(=O)c3ccc4c(c3)OCCO4)CC2)cc1
#17 COc1cccc(-c2nn(-c3ccccc3)cc2C(=O)O)c1
#18 CC(NC(=O)c1cc(Br)cs1)C1CCCO1 (configuration not stated)
#19 O=C(COC(=O)CNC(=O)c1ccccc1F)Nc1ccc2[nH]c(=O)[nH]c2c1
#20 O=C1c2ccccc2C(=O)C1Cc1cccc2ccccc12
assay / compound	11	12	13	14	15	16	17	18	19	20
DDE Tn7 FP inh	7	-1	3	-2	0	1	-3	-3	-6	8
ADAM17 inh	0	-22	-2	-3	1	0	-5	-4	1	-5
UHRF1 binding	-5	-1	-1	2	-2	-1	-3	-1	3	-8
KLK7 zymogen act	0.1	0.9	-0.7	-1.0	0.5	0.1	-0.3	0.5	0.2	-0.5
PLCb3 inh	1	-55	-1	-2	10	-1	-2	-4	1	-3
MBD2 inh	-1	1	1	4	-4	4	0	3	2	-7
DDE Tn6 FP inh	-5	3	3	3	-8	6	9	-5	0	2
PLC-gamma1 inh	5	-34	-2	2	2	-1	0	1	-1	-6
ARFGAP1 inh	-5	3	-4	5	15	2	8	8	-3	10
ASAP1 GAP inh	26*	-10	-8	2	-4	2	-5	3	8	-1

#21 Cc1cc(NC(=O)CSCC(=O)Nc2cccc(S(=O)(=O)N3CCCCCC3)c2)no1
#22 CCN1C(=O)[C@H]2[C@@H](c3ccc(C)cc3)N3C(=O)N(c4ccccc4)C(=O)[C@@]3(CC)[C@H]2C1=O
#23 Cc1c(/C(O)=C2\C(=O)C(=O)N(CCN(C)C)C2c2cccnc2)cnn1-c1ccccc1 (configuration not stated)
#24 Cc1cc(C)c(S(=O)(=O)N2CCN=C2c2ccccc2)cc1C
#25 CC(=O)c1cccc(NC(=O)NC2CC3CCCC(C2)N3CC(C)C)c1 (configuration not stated)
#26 COc1ccccc1C(C)NC(=O)c1cc(S(=O)(=O)N2CCCCC2)ccc1C (configuration not stated)
#27 CCOC(=O)C(=NC1CCS(=O)(=O)C1)NNc1ccc(Br)cc1 (configuration not stated)
#28 S=c1[nH]nc(-c2ccncc2)n1/N=C/c1cn(-c2ccccc2)nc1-c1ccccc1
#29 C=CCNc1nc(C(=O)OCC(=O)Nc2cc(S(C)(=O)=O)ccc2Cl)cs1
#30 CCN1CCN(CCNC(=O)c2ccc(/C=C3/Sc4ccccc4N(Cc4ccccc4C)C3=O)cc2)CC1
assay / compound	21	22	23	24	25	26	27	28	29	30
DDE Tn7 FP inh	6	5	-1	1	-13	7	-7	0	-7	3
ADAM17 inh	0	-4	7	-4	0	-3	3	-2	-2	2
UHRF1 binding	1	-1	-1	1	1	0	3	-1	-2	2
KLK7 zymogen act	0.5	-0.3	0.0	-0.4	0.2	0.0	0.1	0.2	-0.2	-9.9
PLCb3 inh	-11	3	7	3	-4	-5	-10	-6	1	-312
MBD2 inh	2	-1	-2	6	2	4	-4	1	-7	-2
DDE Tn6 FP inh	-3	-3	-1	-10	-3	3	-7	3	-3	-3
PLC-gamma1 inh	-2	0	1	-1	-4	-1	-5	0	-2	-191
ARFGAP1 inh	-14	-1	-4	13	5	-8	10	-13	12	1
ASAP1 GAP inh	-3	-3	-11	-6	9	-9	10	9	-5	-8

#31 O=C(O)C(Oc1ccc2c3c(c(=O)oc2c1)CCC3)c1ccccc1 (configuration not stated)
#32 Oc1c(Br)cc(Br)cc1CNc1cccc2cccnc12
#33 COc1c(C(O)CC(C)C)ccc2c1C(=O)OCc1cc(C)cc(O)c1O2 (configuration not stated)
#34 COc1ccc2[nH]c(=O)c(CN(C(=O)c3cccnc3)c3cccc(C)c3)cc2c1
#35 CN(Cc1ccccc1)C(=S)NC(=O)C1CCCCC1
#36 CN(C)c1ccc(C(=O)c2ccccc2C(=O)O)c(O)c1
#37 COC(=O)c1sc(S(=O)(=O)N2CCC(C(=O)O)CC2)c(C(=O)OC)c1C
#38 O=[N+]([O-])c1ccccc1/C=C/C1Nc2cccc3cccc(c23)N1
#39 C/C(=N\NC(=O)CSc1nc2nc(C)cc(C)n2n1)c1ccccc1
#40 OC1CCNC(=S)N1c1ccccc1 (configuration not stated)
assay / compound	31	32	33	34	35	36	37	38	39	40
DDE Tn7 FP inh	-3	1	0	-3	-3	1	-7	-2	-5	5
ADAM17 inh	-97	0	1	-18	4	3	-5	0	-3	-5
UHRF1 binding	3	-2	2	4	0	-1	2	-1	4	4
KLK7 zymogen act	-1.9	0.7	0.1	0.3	0.1	-0.3	0.3	-0.1	-0.1	-0.5
PLCb3 inh	-46	-29	1	-13	5	5	-2	-5	3	-5
MBD2 inh	2	-16	5	5	-3	-4	2	3	-5	6
DDE Tn6 FP inh	-2	-4	-4	1	7	-4	4	-3	7	-6
PLC-gamma1 inh	-35	-11	1	-3	6	5	-2	-1	1	0
ARFGAP1 inh	-8	4	13	3	-12	4	11	/	-4	0
ASAP1 GAP inh	-17	1	12	12	-6	4	-3	/	2	12

#41 O=C(Nc1ccccc1N1CCCCC1)C1CCN(S(=O)(=O)c2ccccc2C(F)(F)F)CC1
#42 Cc1cc(NC(=O)CCN2CCC(C(N)=O)CC2)ccc1Br
#43 COc1cc(C(=O)NCc2cccs2)ccc1OCc1c(C)noc1C
#44 Cc1cccc(OCC(=O)NCC(=O)N/N=C/c2ccccc2)c1
#45 O=C1CSC(=S)N1N=Cc1ccc(Cl)cc1Cl
#46 Cc1cccc(C)c1NC(=O)CCCN1C(=O)C(c2ccccc2)Oc2cccnc21 (configuration not stated)
#47 CN1C(=O)CS(=O)c2ccc(C(=O)NC3CC3)cc21 (configuration not stated)
#48 CCn1c(=Nc2ccc(N3CCOCC3)cc2)ccc2ccccc21
#49 O=C(N/N=C/c1c[nH]c2ccccc12)c1cc(-c2cccc3ccccc23)n[nH]1
#50 COc1ccc(CNC(=S)NCc2ccc(F)cc2)cc1
#51 CN1CCN(c2ccc(NC(=O)c3ccccc3Br)cc2)CC1
#52 O=C1C=C(c2ccc3ccccc3c2)C[C@@H](c2ccc(Cl)cc2)C1
#53 Cc1cc(N/C=C(\C#N)S(=O)(=O)c2ccc(Cl)cc2)nc(C)n1
assay / compound	41	42	43	44	45	46	47	48	49	50	51	52	53
DDE Tn7 FP inh	0	-5	-5	-1	-5	-2	1	-1	-4	-2	-4	-5	0
ADAM17 inh	4	-2	1	-3	-4	-4	-1	-1	-3	-1	-3	-2	-6
UHRF1 binding	-2	0	-1	-3	-2	-3	-1	0	-2	-4	2	17	2
KLK7 zymogen act	0.0	-0.1	0.1	-0.1	-0.1	0.1	-0.3	0.1	0.8	-0.5	-0.2	-2.4	0.4
PLCb3 inh	2	4	-3	-11	-16	-7	2	5	4	-6	2	-11	-8
MBD2 inh	3	0	-3	3	4	-3	4	0	5	4	1	10	0
DDE Tn6 FP inh	-1	-3	3	7	-5	-2	3	0	9	6	-6	-3	2
PLC-gamma1 inh	2	3	5	-3	-11	4	1	2	-1	-1	4	-10	-1
ARFGAP1 inh	-5	-3	2	-1	4	-1	-5	-13	7	2	7	1	7
ASAP1 GAP inh	9	1	12	-11	3	-3	-1	-4	2	6	-3	4	-8

Bioassay records (PubChem)
